TAG inh: inhibitors of triacylglycerol accumulation; AID 651582; H9c2 cells, Nile Red lipid (TAG) fluorescence; cells loaded with 200 µM oleic acid; 230,000 compounds, 0.66% hits; inhibition, % at 12.5 µM;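 active means pattern-corrected inhibition of lipid staining of at least 50% with the nuclear-stain viability signal not falling by more than 50%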;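 further: 0% = DMSO wells and 100% = triacsin C control wells; some results filed as inactive read as strong as hits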
TAG inh DAPI viability: second read-out of TAG inh, no call of its own (marks repeat the call); DAPI nuclei signal change (viability), lower = more cytotoxic, %;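 whole-well DAPI fluorescence read on a plate reader as a viability signal; minus 50 percent equals half of cells still viable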
* marks the source's active call; other numbers are inactive results; & = joins results of further samples.

Under each structure – TAG inh, TAG inh DAPI viability
COc1ccc(/C=C(\NC(=O)c2ccccc2)C(=O)NCCC(=O)O)cc1
    5.4, -11.6
CCOC(=O)N1CCC(NC(=O)c2cc(C(=O)Nc3cccc(C(F)(F)F)c3)ccc2CO)CC1
    4.0, -9.4
CC(C)CNC(=O)C(=O)NCCC1CCCCN1S(=O)(=O)c1cccs1 (configuration not stated)
    10.4, -11.8
Cc1onc(-c2ccccc2)c1C(=O)Nc1ccccc1C#N
    -0.3&-15.0, -25.1&-0.7
C[C@H](CO)N1C[C@H](C)[C@@H](CN(C)Cc2ccc(C(=O)O)cc2)Oc2c(NS(=O)(=O)c3cccs3)cccc2C1=O
    -4.6, -4.0
CCC(CO)Oc1cc(NC(=O)c2ccccc2[N+](=O)[O-])c2ncn(C(C)C)c2c1 (configuration not stated)
    36.3, -5.7
CCCCNC(=O)CC1N=C2c3ccccc3N=C(SCC(=O)Nc3cccc(C)c3)N2C1=O (configuration not stated)
    -6.1, 9.2
N#C/C(=C\c1ccc(O)c(O)c1)C(=O)N1CCCC1
    -7.7, -7.6
COc1ccc(N2C(=O)C(Cl)=C(N3CCCC(C)C3)C2=O)cc1 (configuration not stated)
    -25.3, 12.4
O=C(CSC1=NCCN1)Nc1ccccc1[N+](=O)[O-]
    128.4, -81.1
CCNC(=S)N1C2CCC1CC(NC(=O)Nc1ccc(C(=O)OCC)cc1)C2 (configuration not stated)
    -1.1, -0.4
CC(=O)CC(c1ccccc1)S(=O)(=O)c1ccc(C)cc1 (configuration not stated)
    11.0, -6.2
Cc1cc(C)cc(OCC(=O)OC(C)C(=O)Nc2ccc(Cl)cn2)c1 (configuration not stated)
    -5.4, 8.8
COc1ccccc1N1C[C@@H]2C[C@@H](c3ccco3)N3CCC[C@@]23C1=O
    6.6, -2.8
COc1ccc2nc(/C(C#N)=C\c3ccc(C(=O)O)cc3)[nH]c2c1
    8.6, 17.7
CS(=O)(=O)NCC(c1cccnc1)N1CCN(c2ccc(F)cc2)CC1 (configuration not stated)
    -5.1, -0.9
CCOc1ccc(-c2nc3n(c(=O)c2C#N)CCS3)cc1
    2.5, 18.3
CCN(CC)C(=O)/C(=C/c1ccc2c(c1)OCO2)NC(=O)c1ccc(Br)cc1
    -6.2, -8.9
O=C(CCCCCn1c(=S)[nH]c2ccc(N3CCOCC3)cc2c1=O)NCc1cccc(Cl)c1
    -13.7, 10.1
NC(=O)COC(=O)c1ccc(-c2ccc(O)cc2)cc1
    3.5, 4.6
O=C(COC(=O)c1cc(S(=O)(=O)N2CCOCC2)c(Cl)cc1Cl)NCc1ccco1
    -20.2, 10.0
CCn1cc(C(=O)NCc2ccccc2OC)c(=O)c2cc(S(=O)(=O)N(C)C)ccc21
    39.8, -20.8
COc1ccc(CNC(=O)c2cc(SC)ccc2Cl)cc1OC
    -33.8, 8.3
CC(C)Oc1ccc(C(=O)Nc2nnc(C3=COCCO3)o2)cc1
    10.6, 7.9
COc1cc(NC(=O)C(C)Oc2ccccc2)c(C(=O)O)cc1OC (configuration not stated)
    3.2, -1.5
O=C(NCCc1cccs1)C1CC(c2ccccc2[N+](=O)[O-])=NO1 (configuration not stated)
    1.2, 7.2
CC(=O)c1ccc(OCc2cc(C(=O)N(C)C(C)c3ccon3)no2)cc1 (configuration not stated)
    -5.5, 9.9
CCOc1ccc(S(=O)(=O)N2CCN(C(=O)c3cc(C4CC4)nn3-c3ccccc3)CC2)cc1
    -18.4, 0.0
CC(=O)N/C(N)=N/c1nc2cc(C)ccc2o1
    -4.7, 5.8
CN(C)c1ccc(-c2cccc3nccn23)cc1
    -24.4, 40.4

Six records drawn at random from the list so far:
Under each structure – TAG inh, TAG inh DAPI viability
O=C(CCCCCn1c(=S)[nH]c2ccc(N3CCOCC3)cc2c1=O)NCc1cccc(Cl)c1
    -13.7, 10.1
COc1cc(NC(=O)C(C)Oc2ccccc2)c(C(=O)O)cc1OC (configuration not stated)
    3.2, -1.5
C[C@H](CO)N1C[C@H](C)[C@@H](CN(C)Cc2ccc(C(=O)O)cc2)Oc2c(NS(=O)(=O)c3cccs3)cccc2C1=O
    -4.6, -4.0
O=C(COC(=O)c1cc(S(=O)(=O)N2CCOCC2)c(Cl)cc1Cl)NCc1ccco1
    -20.2, 10.0
COc1ccc(/C=C(\NC(=O)c2ccccc2)C(=O)NCCC(=O)O)cc1
    5.4, -11.6
COc1ccc(CNC(=O)c2cc(SC)ccc2Cl)cc1OC
    -33.8, 8.3

The listing picks up; the 2 compounds before the break are reprinted first.
Under each structure – TAG inh, TAG inh DAPI viability
CC(=O)N/C(N)=N/c1nc2cc(C)ccc2o1
    -4.7, 5.8
CN(C)c1ccc(-c2cccc3nccn23)cc1
    -24.4, 40.4
O=C(Cn1cnc2ccccc2c1=O)NCC(=O)N1CCN(Cc2ccc3c(c2)OCO3)CC1
    -1.0, -4.4
Cc1cc(C)c[n+](C2=C([O-])c3ccccc3C(=O)/C2=N\S(=O)(=O)c2cccs2)c1
    41.1, -14.1
N#CCC(=O)Nc1ccc(C(=O)OCC(=O)N(Cc2ccccc2)C2CCS(=O)(=O)C2)cc1 (configuration not stated)
    -8.7, 10.5
O=S(=O)(NCc1ccccn1)c1cccc2nsnc12
    19.2, 2.7
CCOc1ccc(/C(O)=C2/C(=O)C(=O)N(CCN(CC)CC)C2c2cccs2)cc1 (configuration not stated)
    -2.6, 9.2
CCOC(=O)C1(C)CCN1C(=O)c1ccoc1 (configuration not stated)
    -7.2, 20.6
Cc1ccc(NC(=S)Nc2cccc3ccccc23)cc1
    5.8, -6.0
COc1ccc(-n2nnnc2SCC(=O)Nc2ccccc2)cc1
    35.6, -21.1
COc1ccc(N2CCN(C(=O)CSc3nc4[nH]ncc4c(=O)n3-c3ccc(Br)cc3)CC2)cc1
    15.7, -4.2
FC(F)(F)c1ccc(CN2C[C@@H]3C(c4ccc(Cl)nc4)C4(c5ccccc5)CC3(C4)[C@H]2c2ccccc2)cc1 (some centres not stated)
    -90.5, 3.5
c1ccc(-c2nccc3ccccc23)cc1
    7.6, -8.8
O=C(COC(=O)/C=C/c1ccc(Cl)cc1Cl)Nc1ccc2c(c1)OCCO2
    1.5, 0.7
O=C(CN1CCOCC1)c1c[nH]c2ccccc12
    -18.5, 8.4
CC(=O)N1CC=C2C(C#N)=C(N)C(C#N)(C#N)C(CCc3ccccc3)C2C1 (configuration not stated)
    3.0, 3.6
O=C(CSc1nnc(-c2ccccn2)o1)Nc1ccccc1F
    0.5, -3.0
CCOC(=O)c1sc2nc(C)nc(SCC(=O)NC3CCS(=O)(=O)C3)c2c1C (configuration not stated)
    0.8, -1.3
O=C(Nc1ccc(OC(F)(F)F)cc1)c1ccc(-n2cncn2)nc1
    -6.5, 9.4
Cc1ccc(C)c(OCC(=O)Nc2cccc(C(=O)O)c2)c1C
    1.7, 11.0
CCOc1cc(N2CCOCC2)c(OCC)cc1NC(=O)COc1cccc(Cl)c1
    -5.9, 8.0
O=C(COc1ccc(F)cc1Cl)N1CCN(C(=O)c2cccs2)CC1
    4.8, -6.5
O=C(NCCc1c[nH]c2ccccc12)c1cc2ccccc2oc1=O
    10.9, -3.0
O=C(CSc1nc(O)c(C2CCCCC2)c(=O)[nH]1)N1CCOCC1
    -12.3, 1.1
NNc1ccccc1C(F)(F)F
    5.4, -1.0
C=CCNc1ncnc2c1cnn2-c1ccc(C)cc1C
    -3.9, 4.7
O=C(NCCc1nnc2ccc(SCC(=O)N3CCCC3)nn12)c1ccc(F)cc1
    -10.3, 2.3
Cc1ccc(NC(=O)C2CC3CCC2C3)c(Br)c1 (configuration not stated)
    -10.5, -0.5
S=C1NCC(c2ccccc2)S1 (configuration not stated)
    -1.6, 1.7
CC1(c2ccc3ccccc3c2)NC(=O)N(CC(=O)N2CCCC(C(F)(F)F)C2)C1=O (configuration not stated)
    10.3, -5.0
O=C(Cc1cccc(NC(=O)C2CCN(S(=O)(=O)c3cccc([N+](=O)[O-])c3)CC2)c1)Nc1cccc(C(=O)N2CCCCC2)c1
    1.1, 4.5
S=C(NCCNC(=S)Nc1ccccc1)Nc1ccccc1
    -0.3, -4.9

Additional results:
| canonical_smiles | TAG inh | TAG inh DAPI viability |
| --- | --- | --- |
| CCN1CCN(CCC(=O)Nc2cccc(C)c2)CC1 | -3.9 | -3.8 |
| COc1ccc(NC(=O)C(=O)NCCC2CCCCN2S(=O)(=O)c2ccc(F)cc2)cc1 (configuration not stated) | 10.3 | -3.9 |
| CCN(C(=O)COC(=O)c1ccc(-n2c(C)ccc2C)cc1)c1c(N)n(Cc2ccccc2)c(=O)[nH]c1=O | 3.8 | 2.1 |
| O=C(NCCC1CCCCN1S(=O)(=O)c1ccccc1)C(=O)NC1CC1 (configuration not stated) | -9.5 | 7.8 |
| COc1ccc(C2CC(c3ccccc3)=NN2c2ccc(Cl)c(C(=O)O)c2)cc1 (configuration not stated) | 1.2 | 2.9 |
| COc1ccc(-n2c(-c3ccc(Br)cc3)c[n+]3c2CCc2ccccc2-3)cc1 | -4.6 | -0.7 |
| COc1cccc(C(=O)Nc2cccc(S(=O)(=O)NC3=NCCC3)c2)c1 | -5.7 | 22.4 |
| C=C(C)c1cccc(C(C)(C)NC(=O)N2CCCC(C(N)=O)C2)c1 (configuration not stated) | -3.9 | -2.9 |
| CCN1CCN(C(=O)c2cc(-c3ccco3)nc3ccccc23)CC1 | -1.6 | 19.3 |
| CCOC(=O)c1cnc(SCc2nc(N)nc(Nc3ccc(OC)cc3)n2)nc1N | 23.7 | 6.3 |
| Cc1ccccc1C(=O)Oc1ccc(Cl)cc1C(=S)N1CCOCC1 | -13.5 | 0.9 |
| CC(=O)Nc1cccc(-c2ccnc3c2CC(C)(C(=O)NCc2ccc(N(C)C)cc2)O3)c1 (configuration not stated) | 57.4* | -27.6* |
| COC(=O)c1sccc1S(=O)(=O)Nc1ccc(C)cc1 | 2.7 | -13.0 |
| CCOC(=O)N1CCN(S(=O)(=O)c2cc(C)c(C)cc2C)CC1 | -4.8 | -9.1 |
| CC(=O)Nc1ccc(/C=C2\Sc3ccccc3C2=O)cc1 | -12.6 | 0.1 |
| CCc1noc(C)c1C(=O)NNC(=O)c1nn(C)c(=O)c2ccccc12 | 14.2 | -0.6 |
| CCOC(=O)Cc1csc(SCC(=O)N(CC(C)C)c2c(N)n(Cc3ccccc3)c(=O)[nH]c2=O)n1 | -1.9 | 1.4 |
| O=C(COC(=O)c1cccc(Br)c1)NCc1ccco1 | 0.8 | -6.6 |
| CC(=O)NC12CC3CC(C1)CC(C(=O)N1CCN(S(=O)(=O)c4ccc(Cl)s4)CC1)(C3)C2 | 15.3 | 1.2 |
| CC(=O)Nc1ccc(S(=O)(=O)NC2CC(=O)N(c3cccc(F)c3)C2)cc1 (configuration not stated) | 30.1 | 0.6 |
| COCCn1c(SCC(=O)Nc2ccccc2)nc2c1c(=O)[nH]c(=O)n2C | -14.3 | 6.8 |
| O=C1/C(=C/c2cccs2)SC(=S)N1NS(=O)(=O)c1ccccc1 | -1.0 | 3.5 |
| Cc1nn(C)cc1C(=O)c1ccccc1 | -6.0 | -1.9 |
| O=C(NC1C/C=C\C(c2ccccc2)N(c2ccccc2)C(=O)C1)OCC1c2ccccc2-c2ccccc21 (configuration not stated) | 19.5 | 5.9 |
| CC(=O)Nc1ccc(C(=O)Cn2c3[n+](c4c(F)c(F)ccc42)CCCCC3)cc1 | 7.5 | -1.7 |
| COc1ccc(N=CC=C2OC(C)(C)C(C)(C)O2)cc1OC | 12.3 | -12.7 |
| CCOC(=O)N1CCN(c2c(NCCc3ccc(OC)c(OC)c3)c(=O)c2=O)CC1 | -16.4 | -1.0 |
| CC1=N/C(=C\c2ccc3c(c2)OCO3)C(=O)N1c1ccc(C(=O)O)cc1 | 2.5 | 5.3 |
| Cc1cc(SCC2=NNC(=O)C2)c(Cl)cc1Cl | -12.8 | 2.0 |
| Fc1ccccc1NC(=S)N1CCN(Cc2ccc3c(c2)OCO3)CC1 | 13.4 | -2.5 |
| Cc1cccc(/C(N)=N/OC(=O)c2cccc3ccccc23)c1 | -2.8 | 2.0 |
| CC1Sc2ccc(C(=O)Nc3cc(S(C)(=O)=O)ccc3Cl)cc2NC1=O (configuration not stated) | 1.8 | 2.2 |
| CCC1CCCCN1CCNC(=O)C1CCN(S(=O)(=O)c2c(C)noc2C)CC1 (configuration not stated) | -3.2 | 1.6 |
| COc1ccc(C(=O)Nc2c(N)nc(SCC(=O)Nc3ccc(NC(C)=O)cc3)[nH]c2=O)cc1OC | -3.6 | 2.6 |
| C(=N\NC1=Nc2cccc3cccc1c23)/c1cccnc1 | 11.2 | 4.4 |
| Cc1ccc(NC(=O)C[n+]2ccccc2)cc1[N+](=O)[O-] | 0.6 | 3.4 |
| O=C(COc1ccc2ccc(=O)oc2c1)Nc1ccc(N2CCOCC2)cc1 | -1.1 | 13.7 |
| COc1ccc(S(=O)(=O)Nc2ccc3c(c2)C(=O)N([C@H](C)CO)C[C@H](C)[C@@H](CN(C)S(=O)(=O)c2cn(C)cn2)OCCCC[C@H](C)O3)cc1 | -1.3 | -6.3 |
| COc1ccc(/C=C2\SC(=S)N(C(C(=O)O)c3ccccc3)C2=O)c(OC)c1 (configuration not stated) | 2.4 | 4.8 |
| Cc1ccc(C)c(NC(=O)CSc2nnc(NC(=O)C3CC3)s2)c1 | 3.2 | 0.9 |
| Cc1ccc(Nc2ccc(C(=O)N3CCCC3)cn2)c(C)c1 | -12.8 | -1.6 |
| CCOC(=O)c1c(CN(CC)CC)n(C)c2cc(Br)c(O)cc12 | -15.8 | -2.4 |
| O=C1Nc2ccccc2C12OCCCO2 | -10.6 | -2.5 |
| CCOC(=O)NC1c2ccccc2Oc2ccccc21 | 7.8 | -8.3 |
| COc1cccc(NC(=S)/C(=C(\[O-])c2ccc(OC(F)F)cc2)[n+]2ccccc2)c1 | 13.9 | 18.4 |

Compound activity deposited in PubChem BioAssay by Sanford-Burnham Center for Chemical Genomics.

Some of the compounds tested; rates above refer to the full screens.
